MEP2 TOR yeast = alters MEP2-GFP fluorescence in TOR pathway yeast screen. S. cerevisiae MEP2-GFP strain, flow cytometry GFP, 3 h; 100% = DMSO control level. GFP response vs DMSO, % at 10 µM. hit rate 0.51% among 330,000. AID 2016;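 active means GFP response versus DMSO above a set limit, roughly screen mean plus 3 SD, cut at about 180% in these data; inconclusive means fewer than 70 cells counted for a yeast strain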;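 further: median GFP fluorescence of the barcode-gated MEP2-GFP cells per well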
AHR activator = activators of human aryl hydrocarbon receptor; P35869; AHR-responsive luciferase reporter cells, luminescence; activation, % at 5 µM; hit rate 2.5% among 320,000; AID 2796; in the data active means activation above about 47%;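 further: 0% = vehicle wells and 100% = reference agonist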
LAP4 TOR yeast = alters LAP4-GFP fluorescence in TOR pathway yeast screen; S. cerevisiae LAP4-GFP multiplex, flow cytometry GFP, 3 h; median GFP as percent of DMSO wells; GFP response vs DMSO, % at 10 µM; hit rate 0.34% among 320,000;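 active means GFP response vs DMSO above a set limit, about the screen mean plus 3 SD, cut at about 150% in these data; inconclusive means under 70 cell events counted for the yeast strain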
proCasp7 act = counter-screen for procaspase-3 activators: activators of human procaspase-7 | P55210 | recombinant procaspase-7, Ac-DEVD-pNA absorbance 405 nm; D23A/D198A/D206A triple mutant, cannot self-cleave; scale: DMSO 0, 5 µM enzyme 100 | activation, % at 8.5 µM | hit rate 0.093% among 330,000 | AID 463210;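 active means percent activation above the screen-wide mean plus 3 SD, cut at about 25% in these data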
Target sequence (P55210 whole entry D23A/D198A/D206A): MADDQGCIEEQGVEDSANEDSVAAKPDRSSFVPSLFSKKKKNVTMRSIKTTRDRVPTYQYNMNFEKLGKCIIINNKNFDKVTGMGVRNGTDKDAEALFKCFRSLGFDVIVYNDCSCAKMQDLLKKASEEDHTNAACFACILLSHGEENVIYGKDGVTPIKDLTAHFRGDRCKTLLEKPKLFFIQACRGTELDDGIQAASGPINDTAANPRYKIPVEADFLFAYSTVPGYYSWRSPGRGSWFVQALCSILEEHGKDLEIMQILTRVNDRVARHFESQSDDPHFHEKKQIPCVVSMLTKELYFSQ
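System: Uncleavable procaspase-7 mutant enzyme; Amount: 2 µM procaspase-7 mutant as dispensed; Schedule: 1 h compound preincubation, 2 h substrate cleavage, 25 °C; Measured by: 405 nm absorbance of p-nitroaniline; Evaluation: percent activation from buffer-corrected 0–120 min absorbance change; Control set: low DMSO alone, high DMSO plus 5 µM PC-7.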
proCasp3 act = activates human procaspase-3; recombinant procaspase-3 D3A, Ac-DEVD-pNA absorbance 405 nm; activation, % at 8.5 µM; hit rate 0.11% among 330,000; AID 463141;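 active means activation above the mean of all tested compounds plus 3 SD, cut at about 21% in these data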;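 further: 0% = DMSO alone and 100% = DMSO wells spiked with extra 5 µM PC-3 D3A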
Target sequence (P42574 whole entry D9A/D28A/D175A): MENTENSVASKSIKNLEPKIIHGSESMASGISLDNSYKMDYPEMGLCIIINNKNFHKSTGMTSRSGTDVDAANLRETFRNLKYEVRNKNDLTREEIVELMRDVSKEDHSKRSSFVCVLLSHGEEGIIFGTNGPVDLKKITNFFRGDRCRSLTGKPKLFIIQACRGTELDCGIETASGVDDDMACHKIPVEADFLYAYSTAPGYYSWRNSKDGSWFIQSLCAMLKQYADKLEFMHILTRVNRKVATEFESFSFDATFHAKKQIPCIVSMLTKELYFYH
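Test system: Procaspase-3 D3A mutant; medium: Zinc-free HEPES/NaCl buffer with 0.01% Triton X-100 at pH 7.4; reagent: DEVD-pNA substrate; doses: one concentration, 8.5 µM nominal, 0.8% DMSO; times: 1 h preincubation plus 2 h reaction at 25 °C; signal: Epi-absorbance at 405 nm of released p-nitroaniline, 0 and 120 min; replicates: singlicate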
CR mimetic SO = caloric restriction mimetics inhibiting age-related superoxide in yeast; S. cerevisiae aged cells, superoxide DHE fluorescence; hits give low values; superoxide response (% of plate mean), % at 10 µM; hit rate 0.18% among 330,000; AID 2690;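 active means superoxide response under a set limit, about three screen SD below normal, cut at about 65% in these data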;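 further: yeast aged for seven days with compound at 30 °C before DHE staining; 100% = average MFI of all compound-treated wells on the plate with controls excluded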
RPL19A-GFP yeast = modulators of TOR pathway RPL19A-GFP in S. cerevisiae. hit rate 0.3% among 330,000. S. cerevisiae RPL19A-GFP strain, flow cytometry, 3 h; hits give low values. AID 2025. percent response vs DMSO, % at 10 µM;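 active means percent response vs DMSO below 50%; inconclusive means fewer than 70 events counted for the yeast strain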;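 further: median channel GFP fluorescence of the barcoded RPL19A-GFP strain; ratio of sample median GFP to plate DMSO average so 100% = DMSO; lower means less RPL19A-GFP as with rapamycin TOR inhibition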
JMJD2C inh = blocks human GASC-1 demethylase activity; Q9H3R0; GST-JMJD2C(1-420) H3K9me3 demethylation, DELFIA europium; inhibition, % at 2.35 µM; hit rate 0.069% among 330,000; AID 2099;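 active means more than half of a compound's replicate wells show inhibition beyond 50%, single wells judged on their own value; inconclusive means some, but no more than half, of replicates pass 50% inhibition; inactive means no replicate passes 50% inhibition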;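 further: signal counts dimethyl H3K9 product captured on neutravidin plate; 0% = median of DMSO wells and 100% = 0.3 times that DMSO median; strong numbers were not always called active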
Target sequence (Q9H3R0 1-420 limits assumed): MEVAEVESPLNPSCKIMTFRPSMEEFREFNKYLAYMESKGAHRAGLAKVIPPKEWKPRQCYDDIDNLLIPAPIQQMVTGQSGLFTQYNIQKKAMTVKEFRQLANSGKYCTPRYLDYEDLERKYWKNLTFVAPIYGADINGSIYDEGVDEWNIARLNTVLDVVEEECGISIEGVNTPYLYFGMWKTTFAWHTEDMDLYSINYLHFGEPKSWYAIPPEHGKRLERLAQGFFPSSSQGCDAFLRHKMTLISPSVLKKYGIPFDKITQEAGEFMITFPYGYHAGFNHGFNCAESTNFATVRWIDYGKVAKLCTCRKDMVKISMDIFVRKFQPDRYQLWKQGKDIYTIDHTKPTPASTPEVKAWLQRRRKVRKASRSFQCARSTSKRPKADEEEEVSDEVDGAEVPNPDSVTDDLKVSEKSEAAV
The depositor's hits bear a star; i = inactive; ? = inconclusive; / = no result given; [ ] = remark or other dose.

SMILES	MEP2 TOR yeast	AHR activator	LAP4 TOR yeast	proCasp7 act	proCasp3 act	CR mimetic SO	RPL19A-GFP yeast	JMJD2C inh
COc1ccc(C2C(C(=O)c3ccco3)=C(O)C(=O)N2CCOCCO)cc1OC (stereo not given)	106	1	101	-52	-7	98	97	5
CNC(=O)c1sccc1-n1cccc1	?	2	?	0	3	108	?	41
CSc1nc(-c2ccccc2)ccc1C(N)=O	100	-1	96	3	1	123	/	12
COc1ccc(Cl)cc1NC(=O)C(C)N1CCc2ccccc21 (stereo not given)	101	11	96	-2	-1	91	110	3
O=C(CCCSc1nc(-c2ccco2)cc(C(F)(F)F)n1)NCc1cccs1	105	-6	101	-12	5	91	104	7
CCOC(=O)c1ccc(Oc2coc3cc(O)ccc3c2=O)cc1	101	0	96	9	4	101	101	-5
CCC(CC)C(=O)Nc1nnc(S(=O)(=O)N(CC)c2ccc(OC)cc2)s1	111	/	102	/	/	103	107	-1
CN(C1CCCCC1)S(=O)(=O)c1ccc2c(c1)c(=O)c(C(=O)NCCCN1CCCC1)cn2C	107	-1	106	-2	7	95	103	-1
Fc1ccc2nc(C(F)(F)F)cc(N3CCOCC3)c2c1	99	/	90	/	/	97	101	-2
CN(CC(=O)Nc1ccccc1Cl)C1CCS(=O)(=O)C1 (stereo not given)	103	-2	100	-4	6	92	101	-1
O=c1c2ccccc2ncn1Cc1cccc2ccccc12	95	-6	87	2	7	105	103	0
CC(C)(C)OC(=O)N1CCN(c2ccc([N+](=O)[O-])cc2)CC1	97	-2	105	-4	-4	101	95	17
O=C(CNS(=O)(=O)c1ccc(Br)cc1)N1CCN(Cc2ccccc2)CC1	95	0	98	-11	-6	99	96	7
COc1ccc(C2CC(c3ccc([N+](=O)[O-])cc3)=NN2C(C)=O)cc1 (stereo not given)	107	6	96	-6	1	121	113	7
COc1cc(OC)c2c3c(c(C4CCCCC4)nc2c1)CCC3	97	21	105	2	4	98	98	-17
CSc1nc(Oc2ccc(=O)[nH]n2)nc(N(C)C)n1	95	2	96	14	6	105	96	8
CCNC(=O)NC(=O)C(C)OC(=O)c1oc2ccc(OC)cc2c1C (stereo not given)	97	5	101	12	3	103	102	3
O=C(Nc1ccc(F)cc1F)c1csc(-c2ccncc2)n1	104	51*	102	6	9	96	99	-29
CC(CCCC(C)(C)O)NC(=O)c1ccc2oc(CCc3ccccc3)nc2c1 (stereo not given)	105	-1	85	2	-2	100	102	2
Cc1ccc(S(=O)(=O)N(CC(=O)Nc2ccccc2C(=O)O)c2cccc(Cl)c2C)cc1	102	-2	89	3	0	102	100	5
COc1ccc(CCNC(=O)C(=O)NCCCN2CCOCC2)cc1	90	0	103	2	-2	90	95	-9
CN1CCc2[nH]c3ccc(C(=O)NN)cc3c2C1	86	1	94	-4	-5	84	89	-8
CN(Cc1nc(-c2ccc3c(c2)OCO3)no1)CC1(N2CCOCC2)CCCCC1	103	4	111	-1	5	100	113	3
CCOC(=O)c1c(-c2ccccc2)nc2c(C)cccn12	110	3	110	2	1	115	102	-8
CC1CCCCC1NC(=O)CSc1nnc(-c2ccco2)n1C (stereo not given)	108	-1	110	-11	6	101	105	/
Remaining list, next part:
SMILES	MEP2 TOR yeast	AHR activator	LAP4 TOR yeast	proCasp7 act	proCasp3 act	CR mimetic SO	RPL19A-GFP yeast	JMJD2C inh
CN1CCN(c2ccc(S(=O)(=O)N3CCCCC3)cc2NC(=O)c2ccc(F)cc2F)CC1	107	-3	100	2	-2	119	98	21
CCC(=O)Nc1ccc(C(=O)CSc2nnc(-c3ccccc3F)n2CCc2ccccc2)cc1	105	-1	97	6	-3	108	102	-5
C=C(C)CN1C(=O)C2(OCCO2)c2cc(Br)ccc21	99	-2	128	-4	-9	104	99	1
CCCCS(=O)(=O)Nc1ccc2c(c1)ncn2C1CCCCC1	95	1	94	-4	5	103	95	2
COc1ccc(C2Nc3ccccc3C(=O)N2NS(C)(=O)=O)c(OC)c1 (stereo not given)	107	5	98	-8	-4	92	105	-11
O=C1CS/C(=N\N=C\c2ccco2)N1c1ccccc1	95	3	110	3	-4	92	97	-27
N#CCCn1cc(/C=N/O)c(-c2ccc(F)cc2)n1	99	0	102	2	2	94	100	3
CCOC(=O)Cc1csc(NC(=O)CSC2=NCCS2)n1	109	-1	95	-4	-2	95	101	-9
COC(=O)[C@@]1(Cc2ccc(OC)cc2)[C@H]2c3cc(C(=O)N(C)C)n(CCc4ccc(OC)c(Br)c4)c3C[C@H]2CN1C(=O)c1ccccc1	98	-4	100	3	6	97	93	2
O=C(N/N=C/c1ccc(Cl)c([N+](=O)[O-])c1)c1ccc2nc[nH]c2c1	94	7	94	-2	-7	105	104	-1
Nc1ccc(S(=O)(=O)NC(=O)c2ccccc2)cc1	92	-1	100	-10	0	96	98	8
COC(=O)c1sc(C(=O)OC)c(C(=O)OC)c1C(=O)OC	109	0	105	10	-7	107	105	2
Cc1ccccc1Nc1nc(N)nc(COC(=O)C(NC(=O)c2ccco2)C(C)C)n1 (stereo not given)	109	7	107	-6	0	i	110	-16
CC(=O)C(Sc1nnnn1-c1ccccc1)C(C)=O	94	1	103	-5	-3	92	94	-3
COc1ccc(OC)c(NC(=O)CNC(=O)Cn2cnc3ccccc3c2=O)c1	114	10	113	1	1	109	103	5
O=C1CC[C@H](O)CCN1[C@H](CSc1ccccc1)Cc1ccccc1	100	-3	125	8	5	101	101	4
CN(c1ccc(C(=O)N2CCN(Cc3ccc4c(c3)OCO4)CC2)cc1)S(=O)(=O)c1ccccc1	103	-4	97	-8	2	91	101	1
O=C(NC(=O)c1cccc(F)c1)Nc1nc(-c2ccc(F)cc2)cc(C(F)(F)F)n1	96	3	98	-6	-4	92	98	-8
COc1ccc(C(CC(=O)Nc2ccccc2OC)n2cccc2)cc1 (stereo not given)	98	5	88	3	2	94	96	-3
Cc1ccc(SCC(=O)n2nc(C)cc2C)cc1	100	1	83	11	0	95	100	-1
COc1ccccc1CN1CCSCC1	92	-2	98	-1	1	103	91	7
O=C(CNC(=O)c1ccco1)OCC(=O)c1ccccc1Cl	104	3	87	4	7	85	107	2
COC(=O)CN1C(=O)C(O)(CC(=O)c2ccccc2)c2ccccc21 (stereo not given)	96	13	95	10	3	111	92	-7
Cc1ccc(CN(C)C(=O)COC(=O)CSc2ccc(C(N)=O)cc2[N+](=O)[O-])cc1	103	1	111	-10	5	101	103	7
CC(Oc1ccc(F)cc1)C(=O)Nc1ccccc1N1CCCCC1 (stereo not given)	110	2	111	0	14	112	101	8

Part of the list above, reduced to RPL19A-GFP yeast:
Structure | RPL19A-GFP yeast
COc1ccc(C2Nc3ccccc3C(=O)N2NS(C)(=O)=O)c(OC)c1 (stereo not given) | 105
O=C1CS/C(=N\N=C\c2ccco2)N1c1ccccc1 | 97

Other entries.
SMILES	MEP2 TOR yeast	AHR activator	LAP4 TOR yeast	proCasp7 act	proCasp3 act	CR mimetic SO	RPL19A-GFP yeast	JMJD2C inh
O=C(NCc1cccs1)c1csc2ccccc12	99	-1	121	4	0	81	101	-5
O=C(NCCCCl)C1CC(=O)N(CCc2ccc(F)cc2)C1 (stereo not given)	101	-1	93	-3	-1	110	101	-9
O=S(=O)(Nc1ccccc1Cl)c1ccc2[nH]c(=S)oc2c1	97	-7	94	3	-3	107	103	-13
O=C(NCc1ccccc1)OCCN1CCN(Cc2ccccc2)CCC1=O	94	0	114	2	11	96	105	9
FC(F)Oc1ccc(/C=N/N2CCCCC2)c(OC(F)F)c1	99	5	103	5	3	155	101	30
CCOC(=O)C1(Cc2cccc(F)c2)CCN(Cc2cnn(CC)c2)CC1	100	2	90	-15	3	93	104	-17
Cc1cc(=O)oc2c(C)c(OC(=O)c3ccco3)ccc12	95	2	116	1	6	102	104	-10
O=C(COC(=O)CSc1ccccc1)NCCNC(=O)COC(=O)CSc1ccccc1	106	0	101	19	-10	97	101	7
O=C1N[C@H](C(=O)O)CS1	105	0	113	-7	-2	92	103	-8
O=C(c1cccs1)N1CCN(C2CCN(Cc3ccccc3)CC2)CC1	103	-2	100	2	2	116	100	-10
Cn1c(CN(O)S(=O)(=O)c2ccc(Cl)cc2)nnc1C(F)(F)F	104[may fluoresce green]	4	103[may fluoresce green]	-3	-3	114	93[may fluoresce green]	5
CCOC(=O)c1c(NC(=O)CSc2nc3ccccc3s2)sc(C(C)=O)c1C	99	7	100	5	4	89	90	4
CC(C)(C)C(=O)c1sc2nc(-c3cccs3)cc(C(F)(F)F)c2c1N	106	11	118	-10	-19	97	93	-3
COc1ccc2[nH]c(O)c(N=O)c2c1	100	5	98	-4	2	94	104	0
COc1cc(OC)cc(C(=O)NCCCCNC(=O)c2cc(OC)cc(OC)c2)c1	105	-2	111	9	13	104	102	9
O=C(O)CSc1ncnc2scc(-c3ccc(Br)cc3)c12	111	0	115	8	2	i	102	1
C#CCOCCOCCOCCNc1nc(N2CCN(C(=O)[C@H]([C@@H](C)CC)n3cc([C@@H](N)CO)nn3)CC2)nc(N2CCN(C(=O)[C@H]([C@@H](C)CC)n3cc([C@@H](N)Cc4ccc(O)cc4)nn3)CC2)n1	95	0	127	-9	9	95	96	4
COc1ccc(/C=C/C(=O)Nc2ccc(S(=O)(=O)Nc3onc(C)c3C)cc2)cc1OC	114	-3	97	13	0	114	102	39
FC(F)(F)c1ccccc1CN1CCC(Cc2ccccc2)CC1	108	1	92	4	5	100	99	0
CCCCCCNc1nc(NCc2ccco2)nc(OCC)n1	88	4	/	6	-7	92	94	-4
Clc1ccc(CSc2nnc(-c3cccnc3)o2)cc1	101	-6	100	1	-3	107	101	-3
COC(CN(C)C(=O)C1CCC(CNS(=O)(=O)c2ccccc2)CC1)OC (stereo not given)	117	3	97	-4	0	94	103	-11
O=C(NCCc1ccc(Cl)cc1)c1ccc(S(=O)(=O)N2CCCC2)cc1	104	1	110	-1	0	96	98	-3
Cc1cc(NC(=O)C2CC2)ccc1NC(=O)c1cccs1	116	-3	107	8	9	106	99	-15
COC(=O)c1cc(NC(=O)CC2C(=O)NCCN2C(=O)c2ccc(F)cc2)cc(C(=O)OC)c1 (stereo not given)	107	-1	92	10	-1	89	102	i
Next part.
SMILES	MEP2 TOR yeast	AHR activator	LAP4 TOR yeast	proCasp7 act	proCasp3 act	CR mimetic SO	RPL19A-GFP yeast	JMJD2C inh
O=C(O)Cn1nc(-c2ccc(F)cc2)oc1=O	100	1	95	4	-9	85	101	20
O=C(NCC(c1ccco1)N1CCCCC1)c1ccc(COc2ccccc2)cc1 (stereo not given)	102	-1	106	13	-2	90	94	-17
COc1ccc2nc(NC(=O)CSc3cn[nH]n3)sc2c1	101	18	90	1	-1	103	102	19
O=C(CSc1nc(C2CC2)nc2ccccc12)Nc1ccccc1Cl	106	-1	90	6	-5	101	102	1
CCCCN(CC)C(=O)Cc1ccc(Br)cc1	/	-1	/	3	3	110	/	-7
OCCC1CN(CC#Cc2ccccc2)CCN1Cc1ccccc1F (stereo not given)	105	2	98	-1	2	123	101	-7
Cc1ccc(CN(Cc2ccccc2)C(=S)NCC(=O)NCc2cccnc2)o1	95	1	99	-28	-17	117	92	1
